TNAP act hi DEA – TNAP (human) activation, high acceptor; activation factor at 20 µM; 200,000 tested, under 10 active; purified TNAP, CDP-star luminescence, 1 M DEA, 30 min; hits give high values; 0 = EDTA background, 1 = DMSO-only activity; P05186;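 active = activation factor at least 2 at 20 µM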
Target sequence (P05186 whole entry, looked up): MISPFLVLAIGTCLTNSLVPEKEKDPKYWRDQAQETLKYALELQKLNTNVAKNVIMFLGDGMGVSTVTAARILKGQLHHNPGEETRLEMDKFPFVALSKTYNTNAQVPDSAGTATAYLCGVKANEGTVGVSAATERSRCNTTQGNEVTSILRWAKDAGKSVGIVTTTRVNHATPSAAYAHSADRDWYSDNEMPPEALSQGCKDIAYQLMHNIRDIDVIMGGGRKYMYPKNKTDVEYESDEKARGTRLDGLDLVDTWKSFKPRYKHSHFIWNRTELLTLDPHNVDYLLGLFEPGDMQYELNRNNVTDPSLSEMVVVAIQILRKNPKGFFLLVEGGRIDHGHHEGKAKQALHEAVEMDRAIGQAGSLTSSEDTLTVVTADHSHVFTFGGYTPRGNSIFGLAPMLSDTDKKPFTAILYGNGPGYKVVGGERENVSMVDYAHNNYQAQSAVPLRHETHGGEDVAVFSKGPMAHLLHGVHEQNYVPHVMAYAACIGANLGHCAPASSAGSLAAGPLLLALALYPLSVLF
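Control set: EDTA negative control, DMSO positive control / Assay system: human TNAP / Quantity: TNAP 1/800 final / Evaluation: TNAP activation factor scaled between EDTA and DMSO control wells / Measured by: luminescent substrate turnover signal / Compound dosing: one dose, 20 µM / Times: 30 min enzyme reaction at room temperature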
PMI act satM6P – PMI (human) activation, high substrate; P34949; activation factor at 20 µM; coupled PMI enzyme assay, resazurin fluorescence, 20 min; hits give high values; 1 = untreated enzyme, 0 = substrate-free blank; AID 1216; 190,000 compounds, 0.34% hits;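 active = activation factor of 2 or more at 20 µM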
Target sequence (P34949 whole entry, looked up): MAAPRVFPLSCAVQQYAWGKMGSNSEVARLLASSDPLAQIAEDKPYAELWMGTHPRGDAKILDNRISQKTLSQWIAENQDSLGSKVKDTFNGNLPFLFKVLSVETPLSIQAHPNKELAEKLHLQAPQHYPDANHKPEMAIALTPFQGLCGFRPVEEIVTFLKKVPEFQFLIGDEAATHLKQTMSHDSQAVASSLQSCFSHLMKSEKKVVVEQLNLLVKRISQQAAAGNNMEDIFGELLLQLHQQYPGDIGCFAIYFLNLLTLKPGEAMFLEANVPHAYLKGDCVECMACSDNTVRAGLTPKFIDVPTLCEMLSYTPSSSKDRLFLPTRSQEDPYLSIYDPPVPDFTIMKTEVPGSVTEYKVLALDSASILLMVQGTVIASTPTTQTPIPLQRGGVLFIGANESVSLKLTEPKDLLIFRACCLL
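test system = human PMI in coupled enzyme assay | medium = HEPES-buffered pH 7.4 with magnesium and detergent | also added = 1.0 mM mannose-6-phosphate substrate with 0.22 mM NADP+ | compound = 20 µM single dose | times = 20 min incubation at room temperature | measured by = resorufin fluorescence (Ex 544/Em 590 nm) from resazurin via diaphorase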
TNAP inh noacc – TNAP (human) inhibition, acceptor-free conditions. inhibition, % at 20 µM. purified TNAP, CDP-star luminescence, 30 min. 200,000 compounds, 0.26% hits;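 active = tissue-nonspecific alkaline phosphatase inhibition above about 50% at 20 µM in the single-dose screen, limit read from the data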;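 also: 0% = DMSO negative control and 100% = EDTA positive control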
Diaph inh CS – inhibits diaphorase or chemically oxidizes, flagging diaphorase assay artifacts | inhibition, % at 20 µM | 190,000 compounds, 0.69% hits | diaphorase resazurin-to-resorufin fluorescence, NADH, 16 min; bacterial (C. kluyveri) enzyme, not human;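 active = primary screen inhibition at 20 µM above a set limit, cut at about 50% in these data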;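 also: plate controls were DMSO with full reaction for no effect and wells lacking NADH for full effect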
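controls = No-NADH positive control and DMSO neutral control | system = Clostridium kluyveri diaphorase enzyme | timing = reaction incubation of 16 min at room temperature | signal = resorufin fluorescence 544/590 nm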
PMI act – phosphomannose isomerase (human) activation | P34949 | purified human PMI, coupled resazurin fluorescence, 20 min; hits give high values; 1 = vehicle control, 0 substrate-free wells | activation factor at 20 µM | 190,000 compounds, 0.005% hits;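 active = activation factor of 2 or more at 20 µM, relative to plate controls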
Diaph act CS – counter-screen for diaphorase-based assays: diaphorase activators and chemical reducers. Diaphorase/resazurin coupled assay, resorufin fluorescence, 16 min; hits give high values; 1 = vehicle wells, 0 = NADH-free wells. activation factor at 20 µM. 190,000 compounds, 0.005% hits. AID 1229;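 active = diaphorase activity raised at least twofold by the compound at 20 µM; inactive = activation factor below 2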
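System – purified diaphorase enzyme from Clostridium kluyveri · Input – enzyme 0.07 U/mL final · Also added – final NADH 0.114 mM, resazurin 0.1 mM · Measured by – fluorescence of resorufin, 544 nm excitation, 590 nm emission · Timing – 16 min enzyme reaction, ambient temperature · Measure – resorufin increase flagging diaphorase activators or reducers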
TNAP inh hi DEA – blocks human TNAP under high phosphate acceptor concentration | purified TNAP, CDP-star luminescence, 1 M DEA | inhibition, % at 20 µM | 200,000 compounds, 0.03% hits | AID 1135;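 active = over 50% inhibition of tissue-nonspecific alkaline phosphatase at 20 µM in the single-dose screen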;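 also: plate controls were DMSO wells for no effect and EDTA-quenched wells as full inhibition for full effect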
bIAP act – increases bovine intestinal alkaline phosphatase activity | 200,000 compounds, 0.17% hits | purified bovine IAP, CDP-star luminescence, 30 min; hits give high values; fold of DMSO-control signal, blank-subtracted | AID 1016 | activation factor at 20 µM;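 active = activation factor of 2 or more at 20 µM, a signal rise over negative controls twice the positive control's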
bIAP inhibitor – blocks bovine intestinal alkaline phosphatase activity; purified bovine IAP, CDP-star luminescence, 30 min; inhibition, % at 20 µM; 190,000 tested, under 10 active; AID 1019;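 active = over 50% inhibition of intestinal alkaline phosphatase at 20 µM in the single-dose screen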
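test system = bovine IAP enzyme | medium = DEA buffer 100 mM, pH 9.8, with MgCl2 1.0 mM, ZnCl2 0.02 mM | detection = luminescence | dosing = single compound dose of 20 µM, 2% DMSO final | incubation = 30 min reaction at room temperature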
Lmaj promast – reduces viability of Leishmania major promastigotes; resazurin fluorescence viability; inhibition, % at 10 µM; 200,000 compounds, 9% hits; in the data active = inhibition above about 50%;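 also: promastigotes grown with compound for 44 hours at 28 °C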
Starred values were filed as active, the others as inactive.

Compound	TNAP act hi DEA	PMI act satM6P	TNAP inh noacc	Diaph inh CS	PMI act	Diaph act CS	TNAP inh hi DEA	bIAP act	bIAP inhibitor	Lmaj promast
O=C(CSc1ccc(-c2nc3ccccc3[nH]2)cn1)N1CCN(C(=O)c2ccco2)CC1	1	0.9	-2	19	0.9	0.8	-1	1.1	-8	-2
Cc1ccc(NC(=O)COC(=O)/C=C/c2ccc(Br)o2)cc1S(=O)(=O)N(C)C	1	2.2*	-14	22	1.5	0.8	1	1	-1	1
C#CCSc1nnc(-c2ccc([N+](=O)[O-])cc2)o1	1.1	1	-8	7	1.1	0.9	-6	0.9	6	-4
CCCCc1nc2sc3c(c2c(=O)[nH]1)CCC3	1	0.9	-2	20	0.9	0.8	0	0.9	8	0
Cc1ccccc1-n1c(Cn2c(=O)sc3ccccc32)nnc1SC(C)C	1	1	-8	10	1	0.9	-1	1	-1	0
O=C(NCc1cccs1)C1CC(c2ccc(Cl)cc2)=NO1 (stereo unspecified)	1	1	-2	14	1	0.9	-2	1	2	-6
CCn1c(=O)c(C(=O)Nc2ccccc2C)c(O)c2ccccc21	1	1.2	-10	13	1.2	0.9	-4	0.9	14	-2
C/C(N)=C(/C#N)C(=O)COC(=O)C(c1ccccc1)c1ccccc1	1	1.1	-9	-9	1	1.1	-3	1.1	-8	73*
Cc1ccc(S(=O)(=O)N2CCN(CC(=O)N(CC(C)C)c3c(N)n(CC(C)C)c(=O)[nH]c3=O)CC2)c(C)c1	1.1	1.1	-4	14	1.1	0.9	-5	0.9	5	-7
CSCC[C@H](NC(=O)NCc1cccs1)C(=O)O	1	1	-9	8	1	0.9	0	1	3	3
CC(C)(C)OC(=O)N1CCCC1C(=O)NCCc1ccccc1 (stereo unspecified)	1	1	-4	9	1	0.9	3	1	2	-2
CCCOc1ccc(C(=O)NCC(C)(C)N2CCOCC2)cc1	1	1	-10	12	1	0.9	-4	0.9	10	-7
CCOC(=O)CC1CCCCN1Cc1nc(-c2ccc(F)c(OC)c2)oc1C (stereo unspecified)	1	1.1	-5	8	1	0.9	4	1.2	-20	5
CC(C)C(C(=O)NCc1ccco1)N(C(=O)CNS(=O)(=O)c1ccccc1)C1CCCC1 (stereo unspecified)	1.1	1	-12	6	1.1	0.9	-5	1	4	49
CCOC(=O)c1c(C=O)c(C)n(Cc2ccc(Cl)cc2)c1C	1.1	1	2	0	0.9	1	-6	0.9	7	15
Cc1cc(C)nc(N(C#N)S(=O)(=O)c2ccc(Br)cc2)n1	1	1	0	6	1	0.9	3	0.9	12	-8
CCN(C(=O)COc1ccc(C)nc1[N+](=O)[O-])C1CCS(=O)(=O)C1 (stereo unspecified)	1.1	0.9	-7	16	1	0.8	-10	1.1	-8	51*
O=C(Nc1ccc(Oc2cccnc2)cc1)c1ccccc1Cl	1	0.9	1	10	0.8	0.9	-1	1	-4	2
C=CCN(CC=C)CCOc1cccc(Oc2ccccc2)c1	1.1	0.9	-16	17	0.8	0.8	-11	0.7	26	97*
COc1ccc(C(=O)Nc2cccc(-c3nnc(-c4ccco4)o3)c2)cc1	1	0.9	-9	22	1	0.8	-4	0.8	18	9
O=C(CSc1nnc(CNc2ccc(F)cc2)o1)N1c2ccccc2Sc2ccccc21	1.1	0.9	1	19	0.9	0.8	-6	0.9	7	65*
COc1ccc(Cc2nnc(SCc3nc4ccccc4c(=O)[nH]3)o2)cc1	1	0.9	1	10	0.9	0.9	-4	0.9	13	-4
CCN(CC)C(=O)CSc1nnc(-c2cc3ccccc3cc2O)n1CC	1	1	2	-13	1	1.1	-4	1	-1	2
CCOC(=O)N1CCN(C(=O)C2CCN(S(=O)(=O)c3ccc(F)cc3)CC2)CC1	1.1	0.9	-8	14	0.8	0.9	-5	1.1	-6	1
COc1ccc(N2C(=O)CCC(C(=O)N3CCCCCC3)C2c2ccc(OC)c(OC)c2)cc1 (stereo unspecified)	1.1	1	-13	6	1	0.9	-7	1	3	-2
N#CCC(=O)Nc1sc2c(c1C(N)=O)CCCC2	1	1	-10	7	1.1	0.9	-1	0.9	10	1
COc1ccc(OC)c(/C=N/NC(=O)c2cc[n+](Cc3ccccc3)cc2)c1	0.9	1	2	-2	0.9	1	5	0.8	20	26
Cc1c(C(=O)N2CCc3ccccc3C2)sc2nc(-c3ccccc3)cn12	1	0.9	-3	15	0.9	0.9	-4	1	1	4
Cc1ccccc1S(=O)(=O)NC1OC(=O)C(Cl)=C1Cl (stereo unspecified)	1	1	-4	8	1	0.9	-4	0.9	12	-5
COc1cc2nc(SCc3ccc(Cl)cc3Cl)n(Cc3cccs3)c(=N)c2cc1OC	1	0.8	8	18	0.9	0.8	0	1	1	48

Looked up above:
PMI act satM6P result of `CCCCc1nc2sc3c(c2c(=O)[nH]1)CCC3` → 0.9
PMI act result of `CCOC(=O)CC1CCCCN1Cc1nc(-c2ccc(F)c(OC)c2)oc1C` (stereo unspecified) → 1

Going on with the list.
Compound	TNAP act hi DEA	PMI act satM6P	TNAP inh noacc	Diaph inh CS	PMI act	Diaph act CS	TNAP inh hi DEA	bIAP act	bIAP inhibitor	Lmaj promast
COc1ccc(N(CC(=O)N/N=C/c2ccc(-c3ccc([N+](=O)[O-])cc3)o2)S(=O)(=O)c2ccc(C)cc2)cc1Cl	1	1	0	10	0.9	0.9	2	0.8	18	37
COc1cccc(NC(=O)NC2CCCCC2C)c1 (stereo unspecified)	1	1	-7	11	0.9	0.9	-3	1.1	-7	7
Nc1nnc(-c2ccncc2)s1	1	1	-4	9	0.9	0.9	-1	1	2	-1
Cc1ccc(SC2CC(=O)N(c3ccc4c(c3)OCCO4)C2=O)cc1 (stereo unspecified)	1	1	-12	12	1	0.9	-4	1	4	-1
Cc1ccc(-c2nnn(CC(=O)NC3CC4CCC3C4)n2)cc1 (stereo unspecified)	1	0.8	-6	18	0.8	0.8	1	0.9	8	4
COCCNC(=O)c1cc(-c2ccc(Cl)c(Cl)c2)on1	1	1	4	3	1	1	1	0.9	14	-6
COc1cc(/C=N/NC(N)=O)ccc1OC(=O)c1ccco1	1	1	3	7	1.1	0.9	0	1	-2	2
O=C(COC(=O)/C=C/c1ccc([N+](=O)[O-])cc1)NC(c1ccccc1)c1ccccc1	1	0.9	-6	11	0.9	0.9	-4	0.8	16	-6
O=C(CNC1CCCCCC1)Nc1ccccc1N1CCOCC1	1.1	0.9	-5	14	1	0.9	-5	1.1	-8	0
O=C1ON=C(c2ccccc2)/C1=C/c1cccnc1	1.1	1	-11	8	1.2	0.9	-6	1.2	-18	-2
Cc1cc([N+](=O)[O-])cc2c1NC(=O)C2(O)N1CCOCC1 (stereo unspecified)	1	0.8	-3	-9	1.1	1.1	3	0.9	6	-2
Cc1cccc(C)c1NC(=O)CS(=O)CC(=O)Nc1ccc(F)cc1F (stereo unspecified)	1.1	1.1	-13	4	1	1	-8	1	-4	-5
COc1ccc(Nc2c([N+](=O)[O-])ccc3c2=NC2(CCCCC2)N=3)cc1	0.8	0.4	18	43	0.7	0.6	22	1.1	-7	14
CSCCC(NC(=O)c1cccc(S(=O)(=O)N2CCOCC2)c1)C(=O)Nc1ccc(F)cc1 (stereo unspecified)	1	0.9	-13	24	0.8	0.8	-3	0.9	11	73*
CCOC(=O)N1CCN(Cc2cn[nH]c2-c2cc3ccccc3o2)CC1	1.1	0.9	-9	9	1	0.9	-6	1.2	-18	-5
O=C(Nc1ccccc1C(=O)N1CCCC1)C1CCN(c2ncccn2)CC1	1	1.1	1	3	1.1	1	0	1	-3	-7
COc1ccc(OC)c(NC(=O)c2ccccc2NS(=O)(=O)c2cccc3cccnc23)c1	1	1	-27	18	0.9	0.8	-4	1	-1	22
CCc1ccc(-c2nnn(CCC#N)n2)cc1	1	1.1	-5	-4	1.1	1	-2	1.1	-12	-9
Cc1cc(-c2nnc(CCC(=O)N3CCN(Cc4cccc(F)c4)CC3)o2)c(C)o1	1	1	-3	-5	1.1	1.1	-1	1.1	-6	-4
C=CCN1C(=O)C(Cc2ccc(F)cc2)S/C1=N/N=C/c1cccs1 (stereo unspecified)	1	1	-9	16	1	0.8	0	0.9	7	-6
COc1ccc(N2C(=O)c3ccc(C(=O)OC(C)C)cc3C2=O)cc1	1	0.9	-6	-4	1	1	0	0.9	6	-5
Cc1c(C)[n+](=O)c(-c2ccco2)c(C)n1[O-]	1	0.9	-13	19	0.9	0.8	-5	1	5	-4
Cc1ccsc1/C=N/NC(=O)CNC(=O)c1ccco1	1	1.1	1	4	1.1	1	0	1	-3	11
O=C(CCc1ccc(S(=O)(=O)NC2CCCCC2)cc1)NCc1ccc(Cl)cc1	1.1	1	-15	12	0.9	0.9	-7	0.7	28	-2
COCCn1c(=O)[nH]c2cc(C(=O)NC3CCCCCC3)ccc2c1=O	1	0.8	-3	18	0.9	0.8	2	0.9	9	-7
COC(=O)c1ccc(C(=O)OC)c(NC(=O)COC(=O)C2CCCCC2)c1	1.1	1	-7	0	1	1	-5	1	0	-4
O=[N+]([O-])c1ccc(N2CCOCC2)cc1NC(c1ccccc1)c1ccccc1	0.9	0.8	-1	28	0.9	0.7	10	1	1	22
O=C(c1cc(S(=O)(=O)N2CCCCC2)c(Cl)cc1N1CCOCC1)N1CCOCC1	1.1	1	-16	17	1.1	0.8	-9	0.9	5	-6
CC1(C)CC(=O)C2=C(C1)OC(N)=C(C#N)C2c1ccc[nH]1 (stereo unspecified)	1.1	0.9	-8	19	1.1	0.8	-6	1.1	-10	-4
CCc1nc2c(nnn2Cc2ccc(F)cc2)c(=O)[nH]1	1	1	-7	3	0.9	1	-2	1.1	-5	-4

Random excerpt: 2 records from the list, in no set order.
Compound	TNAP act hi DEA	PMI act satM6P	TNAP inh noacc	Diaph inh CS	PMI act	Diaph act CS	TNAP inh hi DEA	bIAP act	bIAP inhibitor	Lmaj promast
O=C(COC(=O)/C=C/c1ccc([N+](=O)[O-])cc1)NC(c1ccccc1)c1ccccc1	1	0.9	-6	11	0.9	0.9	-4	0.8	16	-6
Cc1ccc(-c2nnn(CC(=O)NC3CC4CCC3C4)n2)cc1 (stereo unspecified)	1	0.8	-6	18	0.8	0.8	1	0.9	8	4

High-throughput results as filed in PubChem BioAssay.
